High-throughput results from PubChem.
TGFb inhibitor: qHTS for Inhibitors of TGF-b; HepG2 CAGA-GFP TGF-b/SMAD3 reporter, GFP fluorescence, 18 h; TGF-beta stimulated, 500 pg/mL final; Potency, µM (titrated, usually from 46.1 µM), inactives show top-dose activity, negative = inhibition, usual class: inhibitors; actives 1.2% (n = 410,000); AID 588855, 2011; further: potency means the concentration at half of the fitted maximal effect; on the % scale 0 is the no-effect control and ±100 the full control effect; nearly all actives have a fitted effect of over 65% in size
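Cell-based qHTS in HEPG2 carrying a CAGA-GFP Smad reporter; compounds added before 500 pg/mL final TGF-beta, 18 h incubation at 37 degrees C, GFP fluorescence quantified per cell by imaging cytometry.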
Nrf2 ARE act: qHTS of Nrf2 Activators. AREc32 ARE-luciferase reporter (MCF7-derived line), luminescence, 24 h. Potency, µM (doses to about 46.1 µM), for inactives: at the top dose activation, hits mostly activators. actives 0.31% (n = 410,000). AID 624171, 2012; further: potency means the concentration at half of the fitted maximal effect; % of control where 0% means no effect; nearly all actives have a fitted effect of over 65% in size
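AREc32 cells carrying an ARE-driven firefly luciferase, 1000 cells/well in OPTI-MEM with 5% FBS, dosed after overnight attachment and incubated 24 hr at 37 deg C. Steady-Glo luminescence read after 30 min at RT.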
HepG2 tox: qHTS for Inhibitors of TGF-b: Cytotox Counterscreen; HepG2 CAGA-GFP viability, ATP luminescence, 18 h; Potency, µM (top dose mostly 46.1 µM), inactives show at the highest dose activity change, negative = cytotoxicity, usual class: cytotoxic; actives 0.76% (n = 410,000); AID 588856, 2011; further: potency means the concentration at half of the fitted maximal effect; some results filed as inactive show a strong effect at the top dose
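HepG2 CAGA-GFP cells (1000/well, DMEM with 1% FBS) received compound, then TGF-beta at 500 pg/mL final, and were incubated 18 hours at 37 degrees C. Viability was read by CellTiter-Glo luminescence. Media-only wells were set as complete cell-killing and DMSO as no toxicity.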
Mm-Cpn inhibitor: Inhibitors of TCP-1 ring complex (TRiC) of Methanococcus maripaludis (MmCpn): qHTS; actives 0.031% (n = 330,000); Potency, µM (titrated, usually from 76.9 µM), for the others: at the top dose activity, negative = inhibition, actives largely listed as inhibitors; Chaperonin Mm-Cpn (Methanococcus maripaludis); purified Mm-Cpn ATPase, ADP Transcreener TR-FRET; AID 504842, 2011; further: potency means the concentration at half of the fitted maximal effect; on the % scale 0 is the no-effect control and ±100 the full control effect; nearly all actives have a fitted effect of over 80% in size
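Reaction buffer contained 30 mM Tris pH 7.4, 100 mM KCl, 5 mM MgCl2 and 1 mM DTT. Mm-CPN (25 nM final) hydrolysed 10 uM ATP over 30 min at 37°C; ADP was read by HTRF.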
A549 viability: Nrf2 qHTS screen for inhibitors: counterscreen for cytotoxicity. A549 ARE-Fluc cells, CellTiter-Fluor viability, 18-24 h. Potency, µM (doses to about 46 µM), for inactives: top-dose activity change, negative = cytotoxicity, actives largely listed as inhibitors. actives 0.16% (n = 390,000); further: potency means the concentration at half of the fitted maximal effect; on the % scale 0 is the no-effect control and ±100 the full control effect
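A549 ARE_Fluc cells in 5% FBS OPTI-MEM were exposed to compounds in concentration-response for 18-24 h at 37 deg C. Viability was read by CellTiter-Fluor fluorescence (Ex 405/Em 525) after 30 min, before the luciferase read.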
CCT chaperon mod: High-Throughput Screening for Modulators of Cytosolic Chaperonin Activity. purified chaperonin ATPase assay, HTRF ADP detection, 30 min. activity change, % (concentration not given with the values), hits read low. actives 0.3% (n = 360,000). AID 651819, 2012; in the data active means activity change below about -30%; further: on the % scale 0 is the no-effect control and ±100 the full control effect
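TRiC (40 or 20 nM final, by batch activity) in 30 mM Tris pH 7.4, 100 mM KCl, 5 mM MgCl2, 1 mM DTT was treated with compound at 76 uM single dose, then 10 uM ATP, 30 min at 37 °C. ADP was read by HTRF Transcreener.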
ATXN viability: Viability Counterscreen for Primary qHTS for Inhibitors of ATXN expression; S2 cells (HEK-293 line with an ATXN2-luciferase reporter) viability, CellTiter-Fluor protease fluorescence, 24 h; Potency, µM (highest dose often 56.7 µM), actives largely listed as cytotoxic; actives 0.49% (n = 400,000); further: potency means the concentration at half of the fitted maximal effect; nearly all actives have a fitted effect of over 40% in size
pAkt inh: HTS Assay for Inhibitors of Akt Phophorylation: Primary Screen | Neuro2A IGF-stimulated pAkt S473 HTRF, 20 min; active compounds read low | activity change, % for hits at 50 µM | actives 0.32% (n = 360,000) | AID 651550, 2012; in the data active means activity change below about -80%; inconclusive means mostly about -51% to -80%; further: on the % scale 0 is the no-effect control and ±100 the full control effect
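Neuro2A cells (4,500/well, DMEM with 0.5% FBS) were treated with compound at a single 50 µM final concentration, stimulated with 6 nM IGF for 20 min at 37 °C, and lysed. Phospho-Akt Ser473 was read by HTRF as 665/615 ratio ×10^4.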
Nrf2 block: Nrf2 qHTS screen for inhibitors; A549 ARE-Fluc reporter, luciferase luminescence, 18-24 h; Potency, µM (highest dose often 46 µM), inactives show at the highest dose activity change, negative = inhibition, usual class: inhibitors; actives 2.1% (n = 360,000); AID 504444, 2011; further: potency means the concentration at half of the fitted maximal effect; on the % scale 0 is the no-effect control and ±100 the full control effect; nearly all actives have a fitted effect of over 60% in size
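Nrf2 activity is the BugLite luminescence, read 15 min after reagent at room temperature, following CellTiter-Fluor cytotoxicity readout (30 min, 37C). Compound titrations were applied for 18-24 h to 5000 A549 ARE_Fluc cells/well in 5% FBS OPTI-MEM.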
* = called active by the depositor; i = inactive; u = inconclusive; x = no result given; & = joins results of further samples. Unless noted, the call rests on the fitted dose curve; in most records, active means well fitted curve in the direction sought with a large enough effect; inconclusive means small, poorly fitted or top-dose-only effect, or another doubt; inactive means no such curve, though single readings can be large; an effect the other way counts as inactive or inconclusive.

SMILES	TGFb inhibitor	Nrf2 ARE act	HepG2 tox	Mm-Cpn inhibitor	A549 viability	CCT chaperon mod	ATXN viability	pAkt inh	Nrf2 block
CCOC(=O)c1c(-n2cnnn2)sc2c1CCCC2	u	-1.0%	-13.3%	-0.1%	-1.6%	-0.3	i	i	-31.2%
Cc1ccc(OCC(=O)N/N=C2/SCC(=O)N2Cc2ccco2)cc1	-0.3%	-0.6%	-6.7%	-0.2%	7.0%	-2.2	i	i	u
CC(NC(=O)C(=O)NN=C1CCCC1)c1ccccc1 (centres undefined)	4.2%	-0.5%	0.8%	3.4%	1.9%	-2.5	i	i	10.1%
Cc1ccc(C(=O)NN2C(=O)CSC2=S)cc1	5.1%	0.3%	18.5%	-2.2%	2.2%	-1.2	i	i	7.3%
Nc1cc2sc(-c3ccc(C(=O)O)cc3)nc2cc1Cl	-16.8%	-1.0%	-61.2%	u	u	2.0	x	i	u
Cc1ccc2cc(NC(=O)c3ccc(C(C)(C)C)cc3)ccc2n1	0.0%	-1.7%	1.7%	-0.8%	-14.6%	-2.2	u	i	u
CS(=O)(=O)Nc1ccc(C(=O)NCCc2ccccc2)cc1	-6.3%	3.0%	0.9%	-4.7%	-3.5%	0.9	i	i	u
O=C(/C=C/c1cccs1)NC(=S)Nc1ccc(C(=O)O)cc1	29.1%	6.8%	4.8%	-1.1%	-1.4%	0.6	i	i	-4.1%
COc1ccc(S(=O)(=O)NNc2nc(C)cc(C)n2)cc1Br	11.7%	-0.6%	-13.4%	0.5%	-1.2%	-1.2	i	i	1.0%
C[C@@H]1CN([C@@H](C)CO)C(=O)CCCn2cc(nn2)CO[C@H]1CN(C)S(=O)(=O)c1cccc(C#N)c1	8.3%	-1.3%	2.4%	x	x	-1.2	i	i	x
COc1ccccc1OCC(=O)NNC(=O)c1ccoc1C	4.9%	-0.3%	4.3%	-1.1%	1.0%	1.8	i	i	5.7%
COc1ccccc1/C=C(/CC(=O)NCc1ccc(F)cc1)c1nc2ccccc2s1	u	0.9%	-10.2%	-3.7%	3.0%	-1.8	i	i	-23.4%
C/C(=N\NC(=O)Cc1ccccc1)c1ccc(Cl)s1	-2.5%	22.3%	2.8%	u	6.5%	1.2	i	i	u
O=S(=O)(Nc1ccc2ccccc2n1)c1ccccc1Cl	-4.3%	0.3%	-3.6%	0.5%	-0.7%	-2.7	i	i	4.0%
O=C(NCCS(=O)(=O)c1ccc(Br)cc1)c1ccc(Cl)cc1Cl	0.0%	0.3%	-4.9%	-8.1%	1.1%	-1.7	i	i	6.7%
CCN(CC)c1ccc(CN2CCCCCC2)cc1	4.5%	-0.3%	0.5%	0.9%	-3.2%	0.2	i	i	3.6%
Cc1ccc(C)c(CNC(=O)CCn2cccn2)c1	1.7%	0.8%	0.7%	x	10.8%	x	i	x	u
CCOC(=O)C1=C(CS(=O)(=O)c2ccccc2)NC(=O)NC1c1ccc(O)c(OC)c1 (centres undefined)	-1.7%	0.0%	-5.5%	3.3%	1.2%	-1.8	i	i	-2.1%
Cc1ccc(C(=Cc2ccc([N+](=O)[O-])cc2)C(=O)O)cc1	13.6%	-0.6%	4.7%	x	x	1.9	i	i	x
CC12CCC(C(=O)N(CC(=O)O)C1=O)C2(C)C (centres undefined)	7.1%	-0.4%	-0.3%	4.0%	2.0%	-2.1	i	i	-2.4%
CCOC(=O)N1CCc2c(sc3c2C(=O)NC(c2ccc(C(=O)OC)cc2)N3)C1 (centres undefined)	u	-0.1%	-16.8%	x	-1.2%	x	i	x	7.8%
Cc1nc2cc(NC(=O)c3cccc(S(C)(=O)=O)c3)ccc2o1	0.7%	2.5%	5.7%	0.0%	-3.2%	-0.1	i	i	12.5%
Cc1ccc(Nc2c(O)nc[nH]c2=O)cc1	3.2%	2.2%	7.7%	x	-2.7%	-1.8	u	i	7.8%
CCOc1ccc(NC(=O)c2cc(C)nc3c2c(C)nn3-c2ccc(C)cc2)cc1	22.1%	0.5%	9.3%	x	5.2%	x	i	x	u
Cc1cccc(C)c1NC(=S)N(CCN(C)C)C(C)c1cccnc1 (centres undefined)	-10.9%	-0.5%	-1.0%	4.0%	12.5%	-1.6	i	i	u
Further entries.
SMILES	TGFb inhibitor	Nrf2 ARE act	HepG2 tox	Mm-Cpn inhibitor	A549 viability	CCT chaperon mod	ATXN viability	pAkt inh	Nrf2 block
CN(CC(=O)Nc1cccnc1Cl)S(=O)(=O)c1ccc(Cl)cc1	5.9%	0.0%	-0.2%	3.8%	0.8%	-0.9	i	i	-11.4%
O=C1CCCN1CCC(=O)N1CCCC(Nc2ccc(F)c(F)c2)C1 (centres undefined)	2.4%	2.9%	-6.4%	-2.8%	4.5%	-1.5	i	i	6.2%
CCCC(=O)Nc1ccc(C(=O)COC(=O)c2c(C)noc2C)cc1	-3.8%	-0.4%	-0.8%	1.5%	1.8%	-1.4	i	i	-19.2%
O=C(NCc1cc(C(F)(F)F)ccc1F)C1CCC(=O)N(C2CCCCCC2)C1 (centres undefined)	u	0.3%	-5.9%	1.5%	4.2%	-0.3	i	i	-15.6%
O=C(NCCCCc1ccccc1)c1ccccc1F	2.8%	1.9%	5.3%	0.5%	18.7%	1.0	i	i	5.6%
COc1cccc(C(N)c2nc(-c3csc4ccccc34)cs2)c1 (centres undefined)	u	3.0%	-9.7%	x	x	0.5	i	i	x
CCCCn1c(N)c(N(CC(C)C)C(=O)c2cc(S(=O)(=O)N3CCOCC3)ccc2Cl)c(=O)[nH]c1=O	-0.1%	-1.5%	6.6%	2.0%	-8.3%	0.4	i	i	5.0%
O=C(CSc1n[nH]c(=O)n1-c1ccccc1)Nc1ccccc1	25.0%	2.2%	31.3%	0.5%	7.9%	1.9	i	i	1.1%
Cc1ccc(NS(=O)(=O)c2cn(C)c(=O)n(C)c2=O)cc1C	-4.8%	-0.2%	-4.1%	-0.2%	7.6%	-1.0	i	i	4.6%
CCC(C)(C)NC(=O)c1cc([N+](=O)[O-])ccc1N1CCCCC1	-21.5%	-0.4%	-5.3%	0.8%	u	-0.9	i	i	-7.0%
CCCCn1nc(C(=O)NCC(=O)Nc2c(C)cccc2C)c2ccccc2c1=O	u	-0.9%	-2.6%	-2.6%	1.2%	0.3	i	i	-19.3%
Cc1cc(SCC(=O)c2cccs2)nc2c(C)cccc12	-2.5%	26.5%	-12.6%	0.5%	u	0.8	i	i	21.7%
O=C(NC1CC1)C1=C[C@H](c2ccc3c(c2)OCO3)C[C@H](OCc2ccc(CO)cc2)O1	-10.6%	-0.2%	-17.7%	x	0.9%	0.5	i	i	-5.0%
CC(C)(CN1CCNCC1)NS(=O)(=O)c1ccc(Cl)cc1	u	4.7%	25.1µM*	0.7%	-3.9%	1.2	i	i	8.8%
CCN(CC)S(=O)(=O)c1ccc(N/N=C/c2cc(OC)c(OC)cc2OC)nc1	0.4%	0.3%	-4.5%	-3.5%	-6.4%	-0.3	i	i	15.8%
COc1ccc(S(=O)(=O)Nc2cccc(SC)c2)cc1OC	0.1%	0.6%	0.4%	-1.0%	-1.8%	-3.3	i	i	-10.9%
CCN(CC)C(=O)C1CC(=O)N(c2ccc(F)c(Cl)c2)C1 (centres undefined)	8.6%	-1.6%	-2.1%	-1.1%	0.7%	-6.8	i	i	-4.5%
COc1nc(OCC#N)nc(N(C)C)n1	-8.9%	-0.6%	11.6%	1.3%	-16.1%	0.1	i	i	0.8%
CC(C)(C)c1ccc(S(=O)(=O)Nc2noc3ccccc23)cc1	-14.1%	-1.8%	-6.5%	-1.5%	-7.2%	-2.6	i	i	u
CCCCCCCCCC(=O)N/N=C/c1ccc(C)s1	19.5%	-0.5%	-22.1%	1.3%	x	-0.6	u	i	-18.7%
O=C(O)CCCC(=O)Nc1nc(-c2ccccc2)cs1	-7.9%	0.2%	-7.5%	-1.8%	-1.0%	0.3	i	i	x
CCOC(=O)C1=C(C)NC2=C(C(=O)CC(C)(C)C2)C1c1cccc(C)n1 (centres undefined)	0.0%	0.1%	0.2%	1.4%	2.0%	-3.9	i	i	3.7%
COCCNc1nc(NCc2cccs2)nc2ccsc12	12.6µM*	1.2%	-12.2%	x	x	-0.6	i	i	x
CC(C)C(NC(=O)c1ccc(F)cc1)C(=O)OCC(=O)N1CC(=O)Nc2ccccc21 (centres undefined)	13.3%	-0.4%	2.8%	-0.7%	-4.9%	-2.3	i	i	0.8%
CNC(=O)COC(=O)/C=C/c1ccco1	-7.4%	23.8%	-11.0%	0.7%	2.5%	-6.5	i	i	-18.3%
Cc1cccc(NC(=O)C2CCCN(S(=O)(=O)c3ccc4c(c3)oc(=O)n4C)C2)c1 (centres undefined)	5.2%&0.0%	-0.5%&4.7%	14.7%&-17.0%	-1.6%	1.2%&11.3%	0.1	i	i	-9.6%
Cc1cc(NC(=O)CSc2cn(CCNC(=O)c3ccc(F)cc3)c3ccccc23)no1	5.1%	-0.4%	-15.0%	-2.2%	0.1%	-2.2	i	i	-15.3%
Cc1cc(Cl)ccc1OCC(=O)Nc1c(C(=O)c2ccccc2)oc2ccccc12	2.3%	0.3%	-5.5%	x	-1.0%	x	x	x	5.9%
O=S(=O)(c1ccc(OCC(O)CNC23CC4CC(CC(C4)C2)C3)c(Cl)c1)N1CCOCC1 (centres undefined)	u	9.5%	12.6µM*	-0.8%	0.6%	0.2	u	i	-4.4%
